Source: PubChem
PGE2 EP2 inh = blocks the human prostaglandin E2 receptor EP2; P43116; C6 glioma cells expressing human EP2, cAMP TR-FRET; cells stimulated with saturating PGE2; inhibition, % at 25 µM; 260,000 compounds, 0.52% hits; AID 1422;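 active = percent inhibition above 40 after rounding to a whole number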;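 also: rat C6 glioma host cells with rolipram phosphodiesterase inhibitor present; the protocol text gives 20 µM as final concentration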
Target sequence (P43116 whole entry, looked up): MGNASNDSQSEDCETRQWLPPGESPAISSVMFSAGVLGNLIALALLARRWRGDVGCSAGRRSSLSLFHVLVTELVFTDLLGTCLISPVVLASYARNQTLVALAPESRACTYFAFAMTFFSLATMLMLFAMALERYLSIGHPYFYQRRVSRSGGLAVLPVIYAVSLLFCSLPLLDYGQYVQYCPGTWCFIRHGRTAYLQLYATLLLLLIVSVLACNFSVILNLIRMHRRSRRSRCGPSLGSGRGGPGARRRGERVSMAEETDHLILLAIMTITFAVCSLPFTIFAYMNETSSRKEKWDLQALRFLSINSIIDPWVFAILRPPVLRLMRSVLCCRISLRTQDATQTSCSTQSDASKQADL
14-3-3 Bad inh = disrupts binding of bovine 14-3-3 zeta to phospho-Bad peptide; inhibition, % at 21.7 µM; 220,000 compounds, 0.71% hits; AID 781; TR-FRET 14-3-3zeta/Dy647-pBad peptide displacement, 1 h;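 active = inhibition above about 70%, limit read from the data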;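 also: 0% = full 14-3-3 plus peptide FRET controls and 100% = background without 14-3-3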
NPY-Y1 PAM-ag = human NPY-Y1 potentiation or agonism, primary screen; NPY-Y1 expressing cells, potentiator/agonist activation; 220,000 compounds, 0.37% hits; P25929; activation, % at 3.6 µM; AID 1304; in the data active = activation above about 33%, passing the limit was not always enough;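 also: cells stimulated with NPY at EC10 then isoproterenol at EC100; 0% = low agonist plus stimulus and 100% = saturating agonist plus stimulus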
NPY-Y1 antag = NPY-Y1 (human) receptor antagonism | P25929 | HEK293-CNG Y1 cells, membrane potential fluorescence; NPY at EC95, then isoproterenol | inhibition, % at 3.6 µM | 200,000 compounds, 1% hits | AID 1040;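 active = inhibition above the campaign mean inhibition of all tested compounds plus 3 SD, cut at about 20% in these data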;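 also: 0% = DMSO wells given NPY plus isoproterenol and 100% = isoproterenol alone without NPY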
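Benchmarks – high control isoproterenol alone, low control NPY with isoproterenol · Material – HEK293 Y1/CNG channel cell line · Times – dye 3 h, compound 60 min room temperature, stimulation 45 min · Probe or stimulus – NPY (25 nM), isoproterenol (1 µM), Ro 20-1724 (25 µM) · Evaluation – % inhibition of NPY effect · Signal – fluorescence, membrane potential probe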
TRPML3 agonist = agonists of human TRPML3 channel | AID 1448 | Q8TDD5 | HEK293 TRPML3-YFP, Fluo-8 calcium fluorescence; 100% = the carbachol control signal | activation, % at 3 µM | 220,000 compounds, 0.29% hits;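 active = activation above its plate's cutoff, the mean activation of the plate's test wells plus 3 SD, cut at about 12% in these data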;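 also: 0% = DMSO only wells and 100% = carbachol wells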
Target sequence (Q8TDD5 whole entry, looked up): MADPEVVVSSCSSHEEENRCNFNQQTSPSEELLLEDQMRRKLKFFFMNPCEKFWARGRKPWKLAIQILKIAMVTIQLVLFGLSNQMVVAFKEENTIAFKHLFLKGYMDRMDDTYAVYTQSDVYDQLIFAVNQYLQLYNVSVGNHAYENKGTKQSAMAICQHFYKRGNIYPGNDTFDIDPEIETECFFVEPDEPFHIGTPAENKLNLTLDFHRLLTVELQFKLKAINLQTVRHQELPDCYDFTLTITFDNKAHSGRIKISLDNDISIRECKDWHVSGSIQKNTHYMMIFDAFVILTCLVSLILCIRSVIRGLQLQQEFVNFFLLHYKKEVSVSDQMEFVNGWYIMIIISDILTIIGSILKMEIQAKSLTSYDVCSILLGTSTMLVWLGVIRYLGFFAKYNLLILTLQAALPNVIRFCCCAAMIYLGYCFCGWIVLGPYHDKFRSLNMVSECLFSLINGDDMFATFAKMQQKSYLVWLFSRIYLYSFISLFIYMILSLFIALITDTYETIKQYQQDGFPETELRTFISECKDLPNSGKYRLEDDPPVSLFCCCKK
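Test system: HEK293 cells stably carrying human TRPML3-YFP; Doses: single dose, 3 µM final nominal compound, 0.3% DMSO final; Schedule: dye loading 1 h 37 °C then 30 min ambient, 125 s read; Technique: Fluo-8 calcium fluorescence; Benchmarks: high control carbachol 87 µM, low control DMSO.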
CHOP inh = inhibitors of CHOP induction in ER stress response | CHO-K1 CHOP-promoter luciferase, tunicamycin-induced, 15-18 h | 220,000 compounds, 3.8% hits | inhibition, % at 10 µM;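 active = compounds that reduced the stress-induced luciferase reporter signal by more than about 70% of percent inhibition, limit read from the data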;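 also: 0% = tunicamycin plus vehicle and 100% = wells without tunicamycin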
EP2 modulator = EP2 receptor (human) modulation; induction, % at 25 µM; EP2-expressing cells, cAMP HTRF FRET, PGE2 co-stimulation; 260,000 compounds, 0.83% hits; P43116;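 active = compounds whose cAMP rise, as percent of the full-agonist control response, exceeds 60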;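 also: rat C6 glioma line stably carrying human EP2 under a CMV promoter; the protocol text gives 20 µM as final concentration; 100% = response of wells given 1 µM PGE2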
PPC-1+TRAIL kill = PPC-1 cancer cell killing with TRAIL present. AID 1443. 220,000 compounds, 0.41% hits. cell killing (% activity), % at 4 µM. PPC-1 cells + TRAIL, ATPLite viability luminescence;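 active = cell killing above 50% in the first pass at 4 µM, then a duplicate retest at 5 µM averaging 50% or more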;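 also: plate controls were cells with TRAIL plus DMSO for no effect and medium-only wells lacking cells for full effect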
zfTRPN1 agonist = agonists of zebrafish TRPN1 channel. 220,000 compounds, 0.18% hits. HEK293 zebrafish TRPN1-YFP, Fluo-8 calcium fluorescence; 100% = response to 87 µM carbachol. activation, % at 3 µM;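 active = activation above its plate's cutoff, the mean activation of test wells on that plate plus 3 SD, cut at about 19% in these data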;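 also: 0% = DMSO alone and 100% = 87 µM carbachol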
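Material: zebrafish TRPN1-YFP in HEK293 cells; Doses: single test compound dose, 3 µM nominal, 0.3% DMSO; Timing: dye loading 1 h at 37 °C, then 30 min room temperature; Technique: intracellular calcium fluorescence with Fluo-8; Benchmarks: high carbachol 87 µM, low DMSO alone.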
* hit, by the source's call; x = not tested or not shown; & = joins results of further samples; [ ] = another dose, or the depositor's remark. A portion of the library; the hit share may differ from the screen's.

SMILES	PGE2 EP2 inh	14-3-3 Bad inh	NPY-Y1 PAM-ag	NPY-Y1 antag	TRPML3 agonist	CHOP inh	EP2 modulator	PPC-1+TRAIL kill	zfTRPN1 agonist
COc1cc2c(cc1NC(=O)CSc1ccc(Cl)cc1)oc1ccccc12	5.0	12.0[fluorescence artefact?]	4.1	-1.4	0.6	13.0	15.1	18.4	-1.0
O=C(CCCc1c[nH]c2ccccc12)N1CCN(S(=O)(=O)c2cccs2)CC1	9.4	-12.9	22.8	-0.1	2.6	61.8	-43.7	7.4	3.7
CCc1ccc(NC(=O)C(=O)NCCOc2ccccc2Cl)cc1	2.9	-3.1	-6.0	3.6	0.7	-3.9	-5.3	4.8	0.2
CCC(=O)NC(=S)Nc1c(C)cc(Br)cc1C	6.8	-5.9	-4.3	6.0	-0.3	12.7	-23.2	8.7	-0.9
CCN(CC)S(=O)(=O)c1ccc(N2CCOCC2)c(C(=O)O)c1	9.0	-11.5	12.7	4.1	0.1	-12.3	32.0	15.7	-1.0
O=C(CCn1c2c(c3ccccc31)CCCC2)NNC(=O)c1cccc([N+](=O)[O-])c1	8.0	5.7	-7.6	-5.0	-0.2	25.8	-5.0	-2.7	-0.5
C[N+]1=C(/C=C/Nc2ccccc2Cl)C(C)(C)c2ccccc21	7.9	-2.3	-29.0	3.6	1.4	19.6	-24.3	5.6	1.1
O=[N+]([O-])c1cc(/C=N/O)ccc1Oc1ccccc1Cl	9.0	-2.5	6.3	2.2	0.0	-2.2	4.3	14.0	-1.5
COc1ccc(-c2cc3nc(C)c(CCC(=O)NC(C)CCc4ccco4)c(C)n3n2)c(OC)c1 (configuration not stated)	9.4	7.8	-18.0	1.6	-0.3	38.2	-23.1	-5.3	-0.6
CCc1ccc(N(CC(=O)NC)S(C)(=O)=O)cc1	5.3	-2.0	4.1	6.5	0.5	13.5	29.8	6.8	-0.2
Cc1ccc(Cl)cc1NC(=O)N(C)CCO	6.6	-3.6	23.3	x	0.3	8.1	9.7	4.1	-0.1
Cc1noc(NS(=O)(=O)c2ccc(NC(=O)CCn3c(=O)oc4ccccc43)cc2)c1C	12.8	6.4[fluorescence artefact?]	-4.1	-0.5	0.2	31.6	1.2	20.9	1.4
CC1CCC(C(C)C)C(OC(=O)Cn2c(-c3ccc(Cl)cc3)[n+](C)c3ccccc32)C1 (configuration not stated)	1.7	1.8	-61.3	x	0.0	24.7	56.4	48.7	-0.3
Cn1c(=O)c2cc(NCc3ccccc3)nnc2n(C)c1=O	4.9	7.8	19.0	2.7	0.5	-17.7	7.7	16.9	2.5
Cc1c(C(N)=O)sc2ncn(CC(=O)N3CCC(C)CC3)c(=O)c12	3.7	-10.6	19.0	-2.1	0.2	-18.7	-24.4	24.5	0.0
Cc1ccc(C(=O)N(Cc2cccnc2)Cc2cc3cc(C)ccc3n3nnnc23)cc1	5.3	2.9	6.2	2.0	0.6	-11.5	3.8	26.2	-0.5
O=C(c1ccco1)N1CCN(C(=O)c2ccccc2NS(=O)(=O)c2ccc(F)cc2)CC1	5.0	3.3	3.0	2.9	-0.3	5.6	-12.2	-0.4	-1.1
CCOc1ccc(Cc2nnc(SCC(=O)c3ccc(OC)cc3)o2)cc1	5.2	10.2	-3.2	3.9	1.6	0.6	-24.4	-8.1	2.9
CC(NC(=O)c1ccc(Br)cc1)c1ccccc1 (configuration not stated)	10.0	-6.5	-32.3	0.5	-0.2	20.8	-11.7	8.2	-0.2
Cc1ccccc1N1CCN(C(=O)c2ccccc2NC(=O)C2CC=CCC2C(=O)O)CC1 (configuration not stated)	4.0	-2.0[fluorescence artefact?]	-6.7	3.0	0.5	27.6	20.0	0.4	-1.4
COc1ccc(C(=O)NNC(=O)C(=O)NC(C)c2ccccc2)cc1OC (configuration not stated)	2.6	1.7	3.1	2.2	0.6	16.5	9.9	x	-0.7
Cc1ccc(NC(=O)CN(c2ccc(Cl)cc2)S(=O)(=O)c2cc([N+](=O)[O-])ccc2Cl)c(C)c1	7.5	-5.2	1.9	2.9	0.1	15.4	0.1	18.2	-1.2
O=C(CCc1nnc(-c2ccc3c(c2)OCO3)o1)NC(c1ccccn1)C(F)(F)F (configuration not stated)	8.3	-10.7	-1.4	6.8	0.3	6.1	11.0	8.0	1.2
Cc1ccc(S(=O)(=O)N2CCCCC2)cc1NC(=O)COC(=O)c1c(F)cccc1F	8.2	-2.7	13.5	-4.1	2.2	29.8	-6.3	33.5	2.7
O=C(CN1CCCCC1)Nc1ccc(NC(=O)c2ccc(Cl)cc2)cc1Cl	8.5	42.0	-8.2	2.9	0.3	84.7*	3.0	15.9	0.7
Cc1ccc(N(C)S(=O)(=O)c2cccc(C(=O)Nc3nc4ccccc4[nH]3)c2)cc1	12.8	2.8	-1.8	10.1	1.0	-36.9	-56.7	11.8	1.4
C=C(C)C(=O)Nc1cccnc1Oc1ccc(F)cc1F	4.8	-2.1	-4.0	x	0.4	9.9	-16.9	1.2	-2.1
O=C(CN1CCN(S(=O)(=O)c2ccc(F)cc2)CC1)Nc1ccc2c(c1)OCO2	8.1	-5.1	-6.1	1.2	0.5	-6.8	11.5	23.3	1.1
COc1cc(OC)cc(C(=O)n2nc(C)cc2C)c1	6.3	1.6	8.9	-2.1	0.6	15.4	35.7	19.4	-0.3
COc1cc(CCC(=O)OCC(=O)Nc2ccc(C(N)=O)cc2)cc(OC)c1OC	1.3	-5.0	-4.3	3.0	0.6	0.5	-2.7	-0.2	-0.3

Single records, from the list above. Values in the order: PGE2 EP2 inh, 14-3-3 Bad inh, NPY-Y1 PAM-ag, NPY-Y1 antag, TRPML3 agonist, CHOP inh, EP2 modulator, PPC-1+TRAIL kill, zfTRPN1 agonist
Listed for `C=C(C)C(=O)Nc1cccnc1Oc1ccc(F)cc1F` : 4.8, -2.1, -4.0, x, 0.4, 9.9, -16.9, 1.2, -2.1
Listed for `Cc1ccc(N(C)S(=O)(=O)c2cccc(C(=O)Nc3nc4ccccc4[nH]3)c2)cc1` : 12.8, 2.8, -1.8, 10.1, 1.0, -36.9, -56.7, 11.8, 1.4
Listed for `COc1cc(CCC(=O)OCC(=O)Nc2ccc(C(N)=O)cc2)cc(OC)c1OC` : 1.3, -5.0, -4.3, 3.0, 0.6, 0.5, -2.7, -0.2, -0.3
Listed for `O=C(CCc1nnc(-c2ccc3c(c2)OCO3)o1)NC(c1ccccn1)C(F)(F)F` (configuration not stated) : 8.3, -10.7, -1.4, 6.8, 0.3, 6.1, 11.0, 8.0, 1.2
Listed for `COc1ccc(C(=O)NNC(=O)C(=O)NC(C)c2ccccc2)cc1OC` (configuration not stated) : 2.6, 1.7, 3.1, 2.2, 0.6, 16.5, 9.9, x, -0.7

(list continues)
SMILES	PGE2 EP2 inh	14-3-3 Bad inh	NPY-Y1 PAM-ag	NPY-Y1 antag	TRPML3 agonist	CHOP inh	EP2 modulator	PPC-1+TRAIL kill	zfTRPN1 agonist
CCOC(=O)c1cc(-c2ccccc2)n(CC(=O)O)c1C	6.3	-3.6	-8.9	4.5	1.1	14.9	7.6	12.0	-1.1
COc1cc(/C=C/c2cc(OC(C)=O)c3ccccc3n2)c(OC(C)=O)c([N+](=O)[O-])c1	10.2	13.5[fluorescence artefact?]	7.5	-1.2	1.6	86.7*	24.5	30.6	-0.5
O=c1cc(CN2CCN(C/C=C/c3ccccc3)CC2)c2cc(O)c(-c3ccccc3)cc2o1	4.6	3.3	-18.9	2.5	0.4	69.0	-6.8	26.2	0.7
Nc1c(N(CCO)C(=O)/C=C/c2ccco2)c(=O)[nH]c(=O)n1Cc1ccccc1	4.0	2.1	9.1	2.1	0.0	-20.7	-11.6	8.4	-0.2
Cc1noc(C)c1COc1cccc(C(=O)Nc2ccc3c(c2)OCO3)c1	10.1	-10.8	-2.5	4.0	-0.5	20.8	-22.2	16.0	0.2
CC(C)c1ccc(C(=O)N2CCN(c3cnn(C)c(=O)c3Cl)CC2)cc1	3.9	-6.9	10.7	-0.6	0.2	3.4	20.6	-33.4	0.7
COc1cccc(C(=O)Nc2nnc(C(C)C)s2)c1	6.7&22.0	6.8	-13.9	-2.5	-0.2	-0.2	10.1&-35.7	14.5	-0.4
O=C(Nc1c(C(=O)Nc2ccc3c(c2)OCCO3)cnn1-c1ccccc1Cl)c1ccco1	11.6	8.0	-27.5	4.8	-0.2	-12.6	-29.1	3.3	0.1
COc1ccc(C(CC(=O)O)NC(=O)c2ccco2)cc1OC (configuration not stated)	14.5	-8.3	-18.9	0.1	0.6	15.1	12.0	3.0	1.3
Cc1cccc(-n2cnc(C(=O)NNC(=S)Nc3ccc(Cl)cc3)c2)n1	9.8	-9.2	-19.3	4.7	0.2	17.0	-52.1	9.7	1.0
CSc1ccc(OC2CCN(Cc3ccccc3)CC2)cc1	9.3	2.2[fluorescence artefact?]	-39.4	18.2	1.1	57.7	-7.0	-5.2	-0.6
COc1ccc(Nc2nc3c(C)cccc3cc2C#N)c(OC)c1	20.9&4.6	0.7[fluorescence artefact?]	-5.9	2.2	0.7	14.5	12.0&45.9	5.8	2.1
O=C(COc1ccccc1)Nc1ncc2c(n1)CCCC2=O	5.8	0.5	2.4	3.0	0.4	9.6	5.9	19.8	0.2
O=C1CCCC(=O)C1CS(=O)(=O)c1ccccc1	7.1	-9.6	-1.9	2.9	1.2	-11.8	11.1	6.3	0.9
COc1cc(C(=O)c2ccccc2Cl)c([N+](=O)[O-])cc1OC	8.2	-1.9	22.6	0.5	-1.9	29.2	32.4	-7.5	-3.1
O=C(NNC(=O)C1CCCO1)c1ccccc1Cl (configuration not stated)	17.0	9.0[fluorescence artefact?]	1.9	2.6	0.5	1.6	20.7	25.4	1.2
CN1N=C2c3ccccc3CCCC2C1c1ccc(F)cc1 (configuration not stated)	9.9	1.8	-19.7	x	-0.7	-20.4	40.3	3.0	-2.4
CC1CN(C2CCN(C(=O)c3ccccc3)CC2)CC(C)O1 (configuration not stated)	6.4	68.8	-3.8	-0.7	1.0	15.3	1.6	31.3	-0.1
COC(=O)c1cnn(-c2nc(OC)cc(OC)n2)c1C	3.1	2.0	12.1	5.0	0.0	6.3	12.9	0.1	0.6
CC(C)C(=O)N1N=C2CCCCC2C1(O)C(F)(F)F (configuration not stated)	6.1	-4.4	5.4	-4.4	0.9	-8.0	22.1	12.4	2.5
Cc1c(C(=O)O)nnn1-c1ccccc1	1.9	17.9	14.7	4.1	0.9	-2.4	14.4	17.2	-0.8
Cc1cccc(NC(=O)CSc2nc(C)c(Cc3ccccc3)c(=O)[nH]2)c1	8.6	3.2	-2.4	-8.6	0.2	13.9	26.1	11.2	-0.2
